RAM network inh – yeast RAM network inhibition. S. cerevisiae dse1pr::URA3 reporter, 5-FOA growth OD615, 2 d; analog-sensitive cbk1-as2 kinase mutant strain. inhibition, % at 50 µM. 190,000 tested, 1.8% active;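 active = inhibition above a set limit, 3 SD over mean compound inhibition, cut at about 8.4% in these data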;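 also: 0% = DMSO-only wells with no growth and 100% = 10 µM 1-NA-PP1 full growth; inhibition rescues growth on 5-FOA so higher OD means more RAM inhibition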
Hsp70 act – switches on Hsp70 transcription; activation, % at 10 µM; 200,000 tested, 0.04% active; HeLa Hsp70 promoter luciferase reporter, luminescence; scaled: vehicle 0, proteasome-inhibitor control 100%; AID 1203;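 active = activation above the mean across all tested compounds plus 3 SD, cutoff set per campaign, cut at about 5.5% in these data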;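 also: 100% = MG132 at 30 µM as the positive control and 0% = DMSO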
DTT redox prof – compounds producing H2O2 with reducing agent – biochemical, NIH compound library profiling, artefact control for MLSCN library redox annotation, primary screen. DTT-dependent redox cycling H2O2, phenol red/HRP absorbance; 100% = 100 µM peroxide control, 0% = buffer. activation, % at 10 µM. 200,000 tested, 0.03% active. AID 878;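 active = activation of at least 50% relative to the plate's high and low controls in the primary single-dose screen; inactive = activation below 50%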;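 also: compound incubated with DTT at 0.8 mM final as the reducing agent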
TLR4 MyD88 comp – inhibitors of human TLR4-MyD88 binding | inhibition, % at 8.4 µM | 200,000 tested, 0.18% active | AID 861 | HeLa CL3-4 TLR4/MyD88 BLA complementation, FRET ratio | O00206+Q99836; in the data active = inhibition above about 25%;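 also: 0% = vehicle and 100% = reference inhibitor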
PMI act – activators of human phosphomannose isomerase. 190,000 tested, 0.005% active. activation factor at 20 µM. purified human PMI, coupled resazurin fluorescence, 20 min; active compounds read high; 1 = vehicle control, 0 substrate-free wells;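 active = activation factor of 2 or more at 20 µM, relative to plate controls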
Target sequence (P34949 whole entry, looked up): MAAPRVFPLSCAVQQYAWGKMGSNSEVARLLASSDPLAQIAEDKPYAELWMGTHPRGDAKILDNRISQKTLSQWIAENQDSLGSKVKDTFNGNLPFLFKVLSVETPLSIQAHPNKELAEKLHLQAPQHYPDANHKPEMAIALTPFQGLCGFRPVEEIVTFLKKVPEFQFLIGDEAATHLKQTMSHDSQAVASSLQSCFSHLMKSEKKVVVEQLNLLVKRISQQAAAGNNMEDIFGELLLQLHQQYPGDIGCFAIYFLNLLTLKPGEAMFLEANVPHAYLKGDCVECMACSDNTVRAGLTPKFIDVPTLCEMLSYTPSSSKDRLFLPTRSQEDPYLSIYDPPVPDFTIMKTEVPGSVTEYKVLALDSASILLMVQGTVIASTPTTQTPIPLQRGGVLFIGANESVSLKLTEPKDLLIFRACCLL
G6PDH counter – inhibits Leuconostoc G6PDH, flagging false hits in G6PDH-based assays; Purified L. mesenteroides G6PDH, diaphorase/resazurin coupled fluorescence, 45 min; inhibition, % at 5 µM; 200,000 tested, 0.12% active; AID 1020
Diaph act CS – diaphorase activation or chemical reduction counter-screen; Diaphorase/resazurin coupled assay, resorufin fluorescence, 16 min; active compounds read high; 1 = vehicle wells, 0 = NADH-free wells; activation factor at 20 µM; 190,000 tested, 0.005% active; AID 1229;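 active = diaphorase activity raised at least twofold by the compound at 20 µM; inactive = activation factor below 2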
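Test system: Clostridium kluyveri diaphorase, purified enzyme; input: enzyme 0.07 U/mL final; buffer or medium: 50 mM HEPES pH 7.4 with 4.542 mM MgCl2, 0.005% Tween 20; also added: 0.114 mM NADH and 0.1 mM resazurin, final amounts; schedule: 16 min enzyme reaction, ambient temperature; technique: fluorescence of resorufin, 544 nm excitation, 590 nm emission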
Lmaj promast – reduces viability of Leishmania major promastigotes; resazurin fluorescence viability; inhibition, % at 10 µM; 200,000 tested, 9% active; AID 1063;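 also: promastigotes grown with compound for 44 hours at 28 °C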
PMI act hi M6P – PMI (human) activation, high substrate; P34949; coupled PMI enzyme assay, resazurin fluorescence, 20 min; active compounds read high; 1 = untreated enzyme, 0 = substrate-free blank; activation factor at 20 µM; 190,000 tested, 0.34% active; AID 1216;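 active = activation factor of 2 or more at 20 µM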
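Technique: Diaphorase-driven resazurin-to-resorufin fluorescence, excitation 544, emission 590 nm | Assay system: Human PMI in coupled enzyme assay | Times: Enzyme reaction with compound 20 min at room temperature | Medium: HEPES-buffered pH 7.4 with magnesium and detergent | Reagent: Mannose-6-phosphate 1.0 mM (near-saturating) plus 0.22 mM NADP+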
Diaph inh CS – counter-screen for diaphorase-based assays: diaphorase inhibitors and chemical oxidizers; 190,000 tested, 0.69% active; AID 1217; inhibition, % at 20 µM; diaphorase resazurin-to-resorufin fluorescence, NADH, 16 min; bacterial (C. kluyveri) enzyme, not human;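 active = primary screen inhibition at 20 µM above a set limit, cut at about 50% in these data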;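 also: plate controls were DMSO with full reaction for no effect and wells lacking NADH for full effect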
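System: Diaphorase enzyme from Clostridium kluyveri | Amount: Enzyme working solution with 0.14 U/mL diaphorase | Benchmarks: No-NADH positive control and DMSO neutral control | Signal: Fluorescence of resorufin formed from resazurin, Ex 544/Em 590 nm | Schedule: 16-min room-temperature incubation before reading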
S1P3 antagonist – blocks the human S1P3 receptor; inhibition, % at 4.98 µM; Q99500; AID 485; CHO S1P3 NFAT-BLA reporter, FRET fluorescence, antagonist mode; 170,000 tested, 0.27% active;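 active = inhibition above the plate cutoff, the mean inhibition of test wells on that plate plus 3 SD, cut at about 28% in these data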;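 also: cells challenged with S1P at its EC80 of 0.8 µM; blue over green emission ratio from cleaved BLA substrate after 4 h stimulation; 0% = S1P-stimulated wells and 100% = unstimulated DMSO-only wells; some compounds past the cut are filed as inactive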
Target sequence (Q99500 whole entry, looked up): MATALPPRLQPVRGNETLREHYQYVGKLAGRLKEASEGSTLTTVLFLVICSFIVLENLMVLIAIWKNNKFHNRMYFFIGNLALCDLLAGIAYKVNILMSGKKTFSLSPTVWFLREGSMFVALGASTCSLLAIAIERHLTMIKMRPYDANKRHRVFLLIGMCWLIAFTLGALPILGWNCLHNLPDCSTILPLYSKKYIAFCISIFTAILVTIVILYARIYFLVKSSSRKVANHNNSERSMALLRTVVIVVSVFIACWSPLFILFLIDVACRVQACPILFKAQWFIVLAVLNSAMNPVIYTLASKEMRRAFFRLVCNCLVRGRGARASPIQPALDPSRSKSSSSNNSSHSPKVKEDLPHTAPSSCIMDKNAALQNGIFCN
* marks the source's active call; other numbers are inactive results; . = no result given. Rule as the data show it, unless noted: active = inhibition above about 50%; inactive = the rest. Compounds were not picked by outcome, and some 12% of all compounds hit somewhere here.

Molecule	Diaph act CS	RAM network inh	Diaph inh CS	PMI act	Hsp70 act	PMI act hi M6P	TLR4 MyD88 comp	G6PDH counter	S1P3 antagonist	DTT redox prof	Lmaj promast
Cc1ccc(NC(=O)C2CCCN(C(=O)c3ccc(Cl)cc3)C2)cc1 (stereo not drawn)	0.9	0.3	13	0.9	0.0	0.9	6	5	-7	0.2	4
COc1ccc(-c2nn(-c3ccccc3)cc2/C=N/NC(=O)c2cccc(S(=O)(=O)Nc3ccccc3OC)c2)cc1	0.9	2.5	15	0.9	-0.1	1	10	-20	-4	-0.1	52*
N#Cc1cc(N)ccc1Sc1ccc(Cl)cc1	0.8	-2.0	25	0.8	-0.5	0.8	2	5	.	1.8	-2
O=C(NCCCn1ccnc1)C(F)(F)C(F)(F)C(=O)NCCCn1ccnc1	1	0.5	-2	0.9	-0.3	1	11	5	1	1.9	-3
COc1ccccc1/C=C/C=N/n1c(-c2ccc(C)cc2)n[nH]c1=S	0.7	2.3	28	1	0.0	1	-8	-4	8	0.0	5
COc1cc(S(=O)(=O)N2CCOCC2)c(OC)c(S(=O)(=O)N2CCOCC2)c1	.	.	.	.	-0.2	.	-5	.	-24	5.9	-6
CCOc1ccc(Cc2n[nH]c(=S)n2N)cc1	0.9	2.1	9	1	-0.2	1.2	1	8	-1	-0.2	35
CCOC(=O)N1CCN(C(=O)c2ccc3nc(N4CCC(C)CC4)sc3c2)CC1	1	1.7	0	1.1	-0.2	1	8	14	-33	1.8	2
Cc1ccc(NC(=O)CSc2nsc(SCC(=O)Nc3ccc(C)cc3C)c2C#N)c(C)c1	1	3.1	5	0.9	-0.3	1	9	-11	-8	0.6	-7
CN(C)c1nc(N(C)C)nc(N2CC(CCl)OC2=N)n1 (stereo not drawn)	0.8	1.6	19	1	-0.2	0.9	-1	3	10	0.2	0
O=C(O)c1ccc(CNC(=O)c2ccccc2NC(=O)c2cccc([N+](=O)[O-])c2)cc1	0.8	5.0	22	1	-0.2	0.9	4	7	-8	0.2	-3
O=C(N/N=C/c1cccnc1)c1cc(-c2cccs2)nc2ccccc12	0.9	-0.1	8	1	-0.2	1.1	10	-5	-7	-0.7	15
CCOc1cc(CNn2cnnc2SCC(=O)NC(C)(C)C)ccc1OCC(=O)NC(C)(C)C	0.9	0.9	13	0.9	0.2	0.9	4	15	-19	-0.3	1
Cc1ccc(CNC(=O)CSc2nc3ccsc3c(=O)n2Cc2ccc(C(=O)O)cc2)cc1	0.9	3.7	13	1.2	-0.2	1.1	3	2	-1	0.0	7
Cc1cc(C)cc(OCC(=O)NN2C(=O)c3ccccc3C2=O)c1	0.9	-0.7	14	1	0.0	1	3	-7	9	0.6	-10
O=C(NCc1ccccc1)/C(NC(=O)c1ccccc1)=C(/Sc1ccccn1)c1ccccc1	0.9	6.3	13	1	-0.3	1	-3	5	.	0.5	24
COc1ccc(Cn2c(=O)cc(C)[nH]c2=S)cc1	0.8	0.9	18	1	0.1	1	-6	10	0	-0.9	-5
O=C(Nc1ccccc1)c1ccc(NCc2ccco2)c(S(=O)(=O)N2CCOCC2)c1	0.8	6.4	22	0.8	-0.3	0.7	-6	4	-3	-0.3	9
CN(CCC#N)C(=O)COC(=O)c1ccc(Cl)cc1O	1	0.6	-1	1	-0.2	1	-15	-1	-5	-0.9	-8
CCOc1ccccc1-c1c2cc(O)c(=O)cc-2oc2cc(O)c(O)cc12	0.5	-0.9	49	0.5	-0.3	0.6	1	-15	3	0.7	-11
Cc1cccc(NC2=C(Cl)C(=O)OC2OC(=O)c2ccco2)c1 (stereo not drawn)	0.9	1.8	10	1.2	0.0	1	-1	6	-6	-0.5	12
CNS(=O)(=O)c1ccc(NC(=O)c2cnn3c(C(F)F)cc(-c4ccccc4)nc23)cc1	0.9	3.6	13	1.1	-0.2	1.2	-10	-5	-15	-0.4	6
C=C(C)c1cccc(C(C)(C)NC(=O)NCC2COCCO2)c1 (stereo not drawn)	0.9	-0.2	6	1	-0.2	1	12	9	-23	-2.8	-7
CC1CCCN(S(=O)(=O)c2ccc(S(=O)(=O)N3CCC4(CC3)OCCO4)cc2)C1 (stereo not drawn)	0.9	4.8	7	0.9	-0.3	1	-21	15	3	-1.0	-2
COc1ccc(NCc2ccccc2[N+](=O)[O-])cc1OC	0.7	2.6	35	1.1	-0.4	0.9	-7	24	-23	-0.5	0
COc1ccc(Cn2nnnc2C(CC(C)C)N2CCC(C(N)=O)CC2)cc1 (stereo not drawn)	0.9	3.1	12	1	-0.3	0.9	4	9	15	-0.6	-1
Cc1nc2nc(C)c(CCC(=O)N3CCOCC3)c(C)n2n1	1.1	2.8	-7	1.1	0.3	1.1	-4	8	-6	2.1	-3
CCCN(CC(=O)Nc1cc(Cl)cc(Cl)c1)CC(=O)Nc1ccc(F)c(F)c1F	0.8	4.0	20	0.8	-0.2	0.9	7	-7	6	-0.5	63*
Cc1ccc([N+](=O)[O-])cc1NC(=O)c1ccc(C(C)(C)C)cc1	0.8	1.1	19	0.9	-0.3	0.9	-5	3	.	-6.9	-4
COc1ccc(-c2[nH]ncc2CN2CCC(N3CCSCC3)CC2)c(F)c1	0.9	1.7	8	0.9	-0.3	1	7	1	7	-0.8	-1
O=C1C=C(Nc2cccc(Cl)c2)CC(c2ccco2)C1 (stereo not drawn)	0.9	1.4	14	1	0.2	1	9	6	.	0.2	12
CCc1cccc(C)c1NC(=O)CSc1nc2ccccc2n1CC(=O)N(C)C	1	0.8	-1	1.1	-0.2	1	7	4	1	-3.1	-9
O=C(O)c1cccnc1Br	0.9	0.9	7	1.2	1.5	1	6	6	-16	0.0	-8
S=c1[nH]nc(C2CC2)n1Cc1ccco1	0.8	0.8	16	0.9	-0.6	0.9	-15	0	.	0.2	-1
S=C(Nc1ccccc1)N1CCn2c(nc3ccccc32)C1	0.8	1.7	16	1	0.0	0.9	9	1	-6	-0.4	0
CCNC(=S)NNC(=O)CSc1nc2ccccc2[nH]1	0.9	2.0	15	0.8	-0.1	1.1	9	15	1	0.3	-5
CCc1ccc(NC(=O)c2cc(Br)ccc2Br)cc1	0.8	2.0	17	0.8	-0.2	0.8	-9	18	19	-0.1	-3
CCCC1(CCC)C(=O)NC(=NCCc2ccc(OC)c(OC)c2)NC1=O	1	-0.1	-4	0.9	-0.2	1	-13	11	17	0.3	4
Cc1ccc(S(=O)(=O)c2nc(-c3ccc(F)cc3)oc2SCC(=O)NCC2CCCO2)cc1 (stereo not drawn)	1	-0.7	-4	1.1	-0.2	1.2	-7	6	.	2.4	10
O=C1CSC(=Nc2ccccc2[N+](=O)[O-])N1	1	1.4	-2	1	-0.1	1.1	-17	8	5	-1.0	3
O=c1cc(-c2ccccc2)nc(SCCOc2ccccc2Cl)[nH]1	0.9	4.8	10	1	-0.2	1	-2	4	12	-0.7	-4
CC1(C)NC(=O)N(CCCOc2ccc(Br)cc2Cl)C1=O	0.9	-0.4	9	0.9	0.2	0.9	-9	7	2	1.3	0
O=C(NCCc1csc(-c2cccnc2)n1)c1ccccc1	0.8	0.2	16	0.9	-0.3	0.9	-10	5	.	-2.1	-3
O=C(CSC1=NCCS1)Nc1ccnc2ccccc12	0.9	-0.6	13	1	-0.2	1	2	-10	38	-0.5	10
CCC(=O)NCCCCCCNC(=O)CC	0.9	1.9	8	1.1	-0.3	1.1	1	-5	.	0.0	-5
O=C(Nc1cc(C(F)(F)F)ccc1Cl)C(Sc1nnc(-c2cccs2)o1)c1ccccc1 (stereo not drawn)	0.7	4.8	26	0.7	0.1	0.8	-12	18	2	0.3	-6
CCOC(=O)C(C)Sc1nnc(CNC(=O)c2ccc(OC)cc2)n1C1CCCCC1 (stereo not drawn)	0.9	0.9	7	1	-0.3	1	2	7	-14	-4.0	-1
Cc1c(C(=O)NCc2ccc3c(c2)OCO3)cccc1[N+](=O)[O-]	0.9	1.9	13	0.9	-0.5	1	-3	11	-13	-0.5	-2
O=C(NCCn1ccc2ccccc21)c1ccc(S(=O)(=O)N2CCCCC2)cc1	0.9	2.9	8	0.9	0.0	1	7	-5	-8	-0.8	22
CC(NC(=O)CCc1nnc(CCCc2ccccc2)o1)c1ccccc1 (stereo not drawn)	.	1.2	.	.	-0.2	.	0	12	-11	0.8	76*
Cc1ccc(S(=O)(=O)NC(=O)NC(=O)N(C)S(=O)(=O)c2ccc(C)cc2)cc1	0.9	-0.3	6	1	-0.1	0.9	8	6	-1	-1.8	-8
CCOc1ccccc1NC(=S)Nc1ncccc1C	0.9	0.8	10	0.9	-0.4	1	-15	-13	14	0.2	1
Cc1ccc(Nc2nc3c([nH]2)c(=O)[nH]c(=O)n3C)cc1	0.9	4.2	11	0.9	-0.1	0.9	11	1	.	-0.1	-5
CCOC(=O)c1cccc(NS(=O)(=O)Cc2ccccc2)c1	0.9	1.1	12	0.9	0.0	1	-2	16	2	-0.4	-2
COc1cccc(NC(=O)CSc2nc(C)cs2)c1	0.8	-0.8	20	0.9	0.2	0.9	17	10	.	1.7	0
O=C1C(=O)N(c2ccccc2)c2ccccc21	0.8	0.9	23	0.7	-0.2	0.8	4	8	.	0.0	-3
CC1CCN(C(=O)CNC(=O)c2ccc(Cl)cc2Cl)CC1	1	1.7	1	1	0.0	1.1	6	7	.	0.0	6
COC(=O)N/N=C/c1cc([N+](=O)[O-])cc(Br)c1O	0.8	-0.8	16	0.8	-0.3	0.8	9	7	-14	0.0	-6

Screening data as filed in PubChem.
